From PubChem BioAssay
Cav3 T inh – inhibitors of human Cav3.2 T-type calcium channel | Cav3.2-expressing cells, Fluo-4 calcium fluorescence FDSS; hits give low values | hit rate 4% among 100,000 | B-score at 10 µM | O95180 | AID 449739;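 active = single-dose well whose peak fluorescence ratio is a statistical outlier from its plate by either plate-standardised score or position-corrected B-score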
Target sequence (O95180 whole entry, looked up): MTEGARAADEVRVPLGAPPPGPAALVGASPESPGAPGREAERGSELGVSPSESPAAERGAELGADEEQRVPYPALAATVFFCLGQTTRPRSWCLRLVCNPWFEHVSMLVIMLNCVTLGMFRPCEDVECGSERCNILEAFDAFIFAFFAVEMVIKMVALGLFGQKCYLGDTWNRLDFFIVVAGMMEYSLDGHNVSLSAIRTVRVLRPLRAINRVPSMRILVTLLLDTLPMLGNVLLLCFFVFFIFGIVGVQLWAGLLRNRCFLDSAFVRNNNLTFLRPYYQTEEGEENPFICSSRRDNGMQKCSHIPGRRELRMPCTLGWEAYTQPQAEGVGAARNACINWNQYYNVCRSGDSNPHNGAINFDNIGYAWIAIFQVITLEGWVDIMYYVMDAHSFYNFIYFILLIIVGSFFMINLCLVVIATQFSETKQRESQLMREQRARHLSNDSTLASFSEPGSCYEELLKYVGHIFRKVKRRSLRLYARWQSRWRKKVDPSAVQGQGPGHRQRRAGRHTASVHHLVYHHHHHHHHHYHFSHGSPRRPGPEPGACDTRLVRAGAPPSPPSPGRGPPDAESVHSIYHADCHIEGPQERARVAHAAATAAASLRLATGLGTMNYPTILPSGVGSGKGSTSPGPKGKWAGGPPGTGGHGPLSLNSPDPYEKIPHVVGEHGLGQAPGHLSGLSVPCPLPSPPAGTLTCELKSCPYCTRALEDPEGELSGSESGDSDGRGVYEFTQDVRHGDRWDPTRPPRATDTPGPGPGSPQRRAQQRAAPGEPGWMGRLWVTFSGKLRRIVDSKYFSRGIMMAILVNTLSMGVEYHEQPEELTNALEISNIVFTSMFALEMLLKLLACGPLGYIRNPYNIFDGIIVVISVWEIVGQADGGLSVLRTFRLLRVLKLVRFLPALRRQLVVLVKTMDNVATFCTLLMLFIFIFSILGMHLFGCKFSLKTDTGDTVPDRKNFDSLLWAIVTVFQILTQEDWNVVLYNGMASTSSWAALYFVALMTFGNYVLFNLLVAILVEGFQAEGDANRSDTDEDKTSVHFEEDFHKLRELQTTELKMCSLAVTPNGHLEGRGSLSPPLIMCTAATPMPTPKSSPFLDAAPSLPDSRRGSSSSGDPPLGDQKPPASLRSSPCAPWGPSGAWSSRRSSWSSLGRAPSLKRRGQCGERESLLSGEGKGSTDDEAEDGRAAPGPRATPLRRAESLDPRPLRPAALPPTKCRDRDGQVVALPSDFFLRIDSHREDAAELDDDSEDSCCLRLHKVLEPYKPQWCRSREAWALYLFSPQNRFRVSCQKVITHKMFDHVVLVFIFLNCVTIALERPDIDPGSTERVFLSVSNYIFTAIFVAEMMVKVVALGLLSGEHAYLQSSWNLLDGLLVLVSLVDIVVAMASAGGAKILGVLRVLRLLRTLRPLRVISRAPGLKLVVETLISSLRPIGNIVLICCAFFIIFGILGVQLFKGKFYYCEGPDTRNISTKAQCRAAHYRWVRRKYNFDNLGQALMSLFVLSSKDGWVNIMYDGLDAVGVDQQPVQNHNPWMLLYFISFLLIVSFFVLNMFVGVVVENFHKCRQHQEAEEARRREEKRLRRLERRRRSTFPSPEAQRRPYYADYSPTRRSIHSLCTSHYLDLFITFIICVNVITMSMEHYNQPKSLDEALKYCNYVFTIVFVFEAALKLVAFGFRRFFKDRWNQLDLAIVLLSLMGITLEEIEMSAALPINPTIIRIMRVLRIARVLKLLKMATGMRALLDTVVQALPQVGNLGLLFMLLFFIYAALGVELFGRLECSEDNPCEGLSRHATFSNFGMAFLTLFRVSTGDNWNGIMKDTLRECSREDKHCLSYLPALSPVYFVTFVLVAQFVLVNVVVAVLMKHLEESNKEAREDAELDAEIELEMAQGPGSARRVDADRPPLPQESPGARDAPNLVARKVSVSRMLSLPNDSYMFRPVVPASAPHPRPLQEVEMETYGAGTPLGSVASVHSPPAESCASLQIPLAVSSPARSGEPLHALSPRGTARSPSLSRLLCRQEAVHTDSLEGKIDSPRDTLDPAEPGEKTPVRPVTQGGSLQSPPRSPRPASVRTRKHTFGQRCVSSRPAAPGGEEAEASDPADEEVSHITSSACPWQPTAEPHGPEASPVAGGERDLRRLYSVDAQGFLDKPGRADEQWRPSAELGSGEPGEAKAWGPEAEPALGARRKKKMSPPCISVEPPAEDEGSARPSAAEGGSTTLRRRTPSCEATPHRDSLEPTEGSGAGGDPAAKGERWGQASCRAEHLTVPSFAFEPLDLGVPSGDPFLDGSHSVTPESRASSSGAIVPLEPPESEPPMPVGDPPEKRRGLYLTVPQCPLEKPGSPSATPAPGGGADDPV
Numbers without * were called inactive.

SMILES | Cav3 T inh
Cc1cc2ccccc2c(=O)n1CC(=O)NCC(=O)N1CCCC(C)C1 (stereo unspecified) | 0.87
O=c1[nH]n(-c2ccccn2)c(=O)c2ccccc12 | 1.8
COc1ccc(OC)c(NS(=O)(=O)c2ccc3c(c2)n(C)c(=O)n3C)c1 | -0.29
CCOc1ccccc1NC(=O)N1CCCC(c2nc3c(nnn3Cc3ccc(C)cc3)c(=O)[nH]2)C1 (stereo unspecified) | -1.2
COCCN(C(=O)Cn1nnc2ccccc21)C(C(=O)NC1CCCC1)c1cc(OC)ccc1OC (stereo unspecified) | 1.2
COc1ccc(OC)c(NC(=O)NC2(C(F)(F)F)Oc3ccccc3O2)c1 | 0.51
O=C(c1cc2ccccc2o1)N1CCCCCC1 | -0.63
O=S(=O)(NC1CCCC1)c1ccccc1Br | 0.4
COc1ccccc1NC(=O)COc1cccc(-n2cnnn2)c1 | 0.73
Cn1c(NCc2ccccc2)cc(=O)n(C)c1=O | 0.9
Cc1cc(C)c2c(CC(=O)Nc3ccc(Cl)cn3)coc2c1 | -1.2
COC(=O)COc1cc(C)cc2oc(=O)c(CC(=O)OC)c(C)c12 | -0.28
CC(C)(C)n1nnnc1C(c1ccc(F)cc1)N1CCN(Cc2ccc3c(c2)OCO3)CC1 (stereo unspecified) | -3.2
CCc1cc2c(CN3CCN(C)CC3)cc(=O)oc2cc1O | 0.44
CCN1C(=O)c2cccc3c(S(=O)(=O)NCCc4c[nH]c5ccccc45)ccc1c23 | -0.6
COc1cc(OC)cc(C(=O)Nc2ncc3c(n2)CC(C)(C)CC3=O)c1 | -0.44
C#CCSc1nc(Cc2ccc(Cl)cc2)nc2ccccc12 | -0.61
Cc1cc(C)c(NC(=O)c2ccccc2N(C)S(C)(=O)=O)c(C)c1 | 0.41
CCOC(=O)C1CCCN(c2c(Nc3ccc(C)c(C)c3)c(=O)c2=O)C1 (stereo unspecified) | 2.9
O=c1[nH]cn[nH]1 | -0.046
CC(=O)N1CCN(Cc2nc3cc(NC(=O)c4ccccc4C)ccc3n2C)CC1 | 0.78
Cc1cccc(C(=O)Nc2ccccc2C(=O)OCc2c(C)noc2C)c1 | -2
N[C@@H](Cc1ccccc1)c1nnc(SCc2ccccc2F)o1 | 0.7
Nn1c(SCC(=O)N2CCc3ccccc3C2)nnc1-c1cccs1 | 0.67
FCCCOc1ccc(/C=N/OCc2ccc(Cl)cc2Cl)cc1 | -1.3
COc1cc(O)c(C(CC(=O)N2CCCC(C)C2)c2ccc3c(c2)OCO3)c(OC)c1 (stereo unspecified) | -0.32
CCOC(=O)CN1C(=O)S/C(=C/c2cc(C)n(C)c2C)C1=O | -2.8
CCOC(=O)Cc1csc(NC(=O)C2CCCN(S(=O)(=O)c3cnc[nH]3)C2)n1 (stereo unspecified) | -0.0099
COc1ccc(CNCCSc2nnnn2C)cc1OC | 0.78
COc1ccccc1CC(=O)NCC1CCCO1 (stereo unspecified) | 1.5
CC(=O)OC1CC(n2ccc(NC(=O)c3ccccc3)nc2=O)OC1CO (stereo unspecified) | 0.46
CCOc1cc(C=O)ccc1OCCSc1ccc(Cl)cc1 | 0.4
O=C(Cc1c[nH]c2ccccc12)NCc1ccc2c(c1)OCO2 | -1.9
Cc1cc(C)nc(-n2nc(C)c3c(C(F)F)cc(C)nc32)n1 | -0.84
O=C(Nc1c(Cl)cc(Cl)cc1C(=O)NCC1CCCO1)c1ccco1 (stereo unspecified) | 0.042
CCOC(=O)c1cc(-c2ccco2)nc2c1c(C)nn2-c1cccc(Cl)c1 | -1
COc1cc(C2C(C#N)=C(N)Oc3cc(C)n(CCN4CCOCC4)c(=O)c32)cc(OC)c1OC (stereo unspecified) | 1.1
O=C(OCCN=C1NS(=O)(=O)c2ccccc21)c1ccccc1 | -0.47
O=C(NCCCN1CCN(Cc2ccccc2Cl)CC1)Nc1ccccc1 | 1.9
O=C(CCc1nc2ccccc2s1)OCC(=O)N1CCN(C(=O)c2ccco2)CC1 | 1.1
O=C(Nc1ccc([N+](=O)[O-])cc1)/C(=C/c1cccc([N+](=O)[O-])c1)NC(=O)C1CCCCC1 | -0.2
C=C(C)Cn1c(N(CCO)Cc2ccccc2)nc2c1c(=O)[nH]c(=O)n2C | 0.44
CCC(C)OC(=O)c1cc(C)nc2c(Br)cc(Br)cc12 (stereo unspecified) | -0.19
CC(C)(C)c1ccc(OCCC(=O)NC2=NCCS2)cc1 | 0.039
COc1cc2c(cc1OC)C(c1cccnc1)CC(=O)N2 (stereo unspecified) | -0.065
C=CCNc1nc(-c2sc(NC(=O)CC)nc2C)cs1 | -0.1
Cc1cccc(N=C2N=C(N)c3ccccc32)c1 | 0.48
COc1cc(OC)c(C2CC(=O)N3CN(c4ccccc4C)CSC3=C2C#N)cc1OC (stereo unspecified) | 0.9
Cc1ccccc1-c1nc(S(=O)(=O)c2ccc(Cl)cc2)c(NCCN2CCOCC2)o1 | -2.1
O=C1CCCC2=C1C(c1cccs1)Nc1ccc3ncccc3c12 (stereo unspecified) | 1.5
O=C(CCCc1ccccc1)NCc1cn2ccsc2n1 | 0.55
CCOC(=O)C1CCN(S(=O)(=O)c2cc(Br)cc3c2N(C(=O)C2CC2)CC3)CC1 | 1.1
CC(C)(C)OC(=O)N1CCC(c2cc(=O)n3[nH]cc(C(=O)NC4CCCC4)c3n2)CC1 | 0.65
CCc1ccc(C2CC(c3ccc(F)cc3)Nc3nc(N)nn32)cc1 (stereo unspecified) | -0.00015
COc1cc(OC)cc(-c2nc3ccccc3s2)c1 | 0.024
Nc1nc(N2CCN(C/C=C/c3ccccc3)CC2)nc2ccccc12 | 0.76
Cc1ccc(NC2=NC(C(=O)Nc3ccc(C)c(C)c3)CC(=O)N2)cc1 (stereo unspecified) | -0.017
Cc1ccc(NCc2nnc(SCC(=O)Nc3ncc(C)s3)n2Cc2ccco2)c(C)c1 | 0.0026
CCOC(=O)c1cnc(-c2ccccc2)nc1Oc1ccc(Cl)cc1 | 0.11
CC(C)CNC(=O)C1CCN(c2ccc(S(=O)(=O)N3CCOCC3)cc2Cl)CC1 | 0.11

(cont.)
SMILES | Cav3 T inh
Nc1nc(SCc2nc(-c3ccccc3)no2)[nH]c(=O)c1-c1ccccc1 | -0.97
Cc1ccc2nc(C3CCN(S(=O)(=O)c4ccc5ccccc5c4)CC3)[nH]c2c1 | -2.1
COc1ccc(C2=Nn3c(nnc3-c3cccnc3)SC2)cc1OC | 0.79
CCOc1cc(C(=O)N2CCN=C2SC)cc(OCC)c1OCC | 0.14
COc1ccc(-c2c/c(=N\c3nc(-c4ccccc4)c(C)s3)c3ccccc3o2)cc1O | -0.033
Cn1c(Cn2c(=O)sc3ccccc32)nnc1SCC(=O)NC1CCCC1 | 0.38
COC(=O)C1=C(C)n2nnnc2NC1c1ccc(Cl)cc1 (stereo unspecified) | -0.73
Cc1ccc(CNC(=O)C2CCCCC2C(=O)O)cc1 (stereo unspecified) | -0.072
COc1ccc(-n2c(NCCN(C)C)nc3sc4c(c3c2=O)CCCCC4)cc1 | 0.14
O=C(CSCc1cccc(Br)c1)N/N=C/c1ccc2c(c1)OCO2 | -5.4*
Cc1ccc(S(=O)(=O)N2CCN(C(=O)CN3CCCC3)C2)cc1 | 0.82
O=C(O)c1cc(-c2ccccc2Cl)n[nH]1 | 0.24
COc1ccccc1CN1[C@@H](CC(=O)O)c2cc(F)ccc2S1(=O)=O | 0.16
O=C(CSc1nc2ccccc2c(=O)[nH]1)N1CCN(S(=O)(=O)c2ccccc2)CC1 | -0.59
OC1(c2ccc3ccccc3c2)CCN(Cc2ccccc2)C1 (stereo unspecified) | -1.7
C=C(C)c1cccc(C(C)(C)NC(=O)N2CCOCC2)c1 | 0.61
CCC(C)(C)n1nnnc1C(c1ccc(C)cc1)N(Cc1ccco1)Cc1cccs1 (stereo unspecified) | -5.8*
O=C(NCCN1CCCC1)c1ccc2c(c1)N(Cc1ccc(F)cc1)C(=O)c1ccccc1S2=O (stereo unspecified) | -1.4
COc1ccc2nc(NC(=O)C3CCCN(S(=O)(=O)c4cccc5nonc45)C3)sc2c1 (stereo unspecified) | -0.0025
O=C(c1ccc2c(c1)OCCO2)C1CCN(S(=O)(=O)c2ccc(F)cc2)CC1 | -1.2

Arranged by SMILES length (lowest first): some entries from above
SMILES | Cav3 T inh
O=C(O)c1cc(-c2ccccc2Cl)n[nH]1 | 0.24
Cc1ccc(CNC(=O)C2CCCCC2C(=O)O)cc1 (stereo unspecified) | -0.072
OC1(c2ccc3ccccc3c2)CCN(Cc2ccccc2)C1 (stereo unspecified) | -1.7
COC(=O)C1=C(C)n2nnnc2NC1c1ccc(Cl)cc1 (stereo unspecified) | -0.73
C=C(C)c1cccc(C(C)(C)NC(=O)N2CCOCC2)c1 | 0.61
COc1ccc(C2=Nn3c(nnc3-c3cccnc3)SC2)cc1OC | 0.79
O=C(CSCc1cccc(Br)c1)N/N=C/c1ccc2c(c1)OCO2 | -5.4*
Cc1ccc(S(=O)(=O)N2CCN(C(=O)CN3CCCC3)C2)cc1 | 0.82
Cn1c(Cn2c(=O)sc3ccccc32)nnc1SCC(=O)NC1CCCC1 | 0.38
COc1ccccc1CN1[C@@H](CC(=O)O)c2cc(F)ccc2S1(=O)=O | 0.16
CCC(C)(C)n1nnnc1C(c1ccc(C)cc1)N(Cc1ccco1)Cc1cccs1 (stereo unspecified) | -5.8*
CC(C)CNC(=O)C1CCN(c2ccc(S(=O)(=O)N3CCOCC3)cc2Cl)CC1 | 0.11
Cc1ccc2nc(C3CCN(S(=O)(=O)c4ccc5ccccc5c4)CC3)[nH]c2c1 | -2.1
COc1ccc2nc(NC(=O)C3CCCN(S(=O)(=O)c4cccc5nonc45)C3)sc2c1 (stereo unspecified) | -0.0025
O=C(NCCN1CCCC1)c1ccc2c(c1)N(Cc1ccc(F)cc1)C(=O)c1ccccc1S2=O (stereo unspecified) | -1.4

Later entries
SMILES | Cav3 T inh
COc1ccc(N(CC(=O)NCc2ccco2)S(=O)(=O)c2ccc(OC)c(OC)c2)cc1 | 0.91
COC(=O)c1ccc(C(=O)OC)c(NS(C)(=O)=O)c1 | 2.1
O=c1cc(N2CCN(c3ccccc3)CC2)[nH]c(=O)n1C1CCCCC1 | 0.43
COc1ccc(C(=O)Nc2nnc(-c3cccs3)s2)cc1 | 0.52
Cc1ccccc1NS(=O)(=O)c1ccc(C2CNC(=O)C2)cc1 (stereo unspecified) | 0.004
Cc1cccc(NC(=O)CN2C(=O)COc3ccc(Cl)cc32)c1C | -5.3*
CCC(CO)NCc1ccc(OC2CCCC2)cc1 (stereo unspecified) | 0.45
COc1cc(OC)cc(-c2nnc(Sc3ccc(C=O)cc3[N+](=O)[O-])o2)c1 | 1.8
COc1ccc(C)cc1S(=O)(=O)Nc1cccnc1 | 0.5
O=S1(=O)N=C(Nc2ccc(S(=O)(=O)N3CCCCC3)cc2)c2ccccc21 | -0.054
CCCN(C(=O)c1ccco1)c1nnc(-c2ccncc2)s1 | -0.76
CCc1ccc2oc(-c3cc(N=Cc4cccc(OC)c4O)ccc3O)nc2c1 | -0.41
N#Cc1c(-c2ccco2)nc(NCC2CCCO2)[nH]c1=O (stereo unspecified) | 0.48
Cn1c(SCC(=O)Nc2ccccc2)nc(O)cc1=O | 0.25
Cc1nc2scc(-c3ccco3)c2c(=O)n1/N=C/N(C)C | 0.13
CCn1c(COc2cccc(C)c2)nnc1SCC(=O)CC(=O)Nc1ccccc1OC | -3.2
COc1cccc(C(C(=O)NC(C)(C)C)N(C(=O)CCC(=O)Nc2cc(C)on2)C2CC2)c1OC (stereo unspecified) | -1.2
NC(N)=NC(N)=NCCc1ccccc1 | 0.14
CCOC(=O)c1c(C)[nH]c2c1cc(O)c1ccccc12 | -0.17
Clc1ccccc1OCCn1ccnc1 | 0.45
Nc1c(C(=O)c2ccc(Br)s2)oc2ccccc12 | -0.65
Cc1cc(C)c(C#N)c(SCC(=O)N2CCCCC2)n1 | 1.5
S=c1[nH]nc(-c2ccccc2)n1/N=C/c1cccs1 | 0.074
Cc1cc(NC(=O)CSc2ccc(-c3ccccc3)nn2)no1 | 2.4
COc1cccc(C2C3=C(CC(C)(C)CC3=O)Nc3cc4c(cc32)OCO4)c1 (stereo unspecified) | -0.5
O=S(=O)(NCCOCC(F)(F)C(F)F)c1ccc2oc3ccccc3c2c1 | -4.6*
Cn1c(CN2CCCC2)nc2cc(NC(=O)c3ccco3)ccc21 | 0.68
COc1ccc(-c2ccc(S(=O)(=O)n3nc(OC(=O)c4cccs4)cc3N)cc2)cc1 | 0.015
Cc1c(NS(=O)(=O)c2ccc3c(c2)CCN3C(=O)C2CC2)c(=O)n(-c2ccccc2)n1C | 0.35
COc1ccc(NC(=O)C2CCCO2)cc1 (stereo unspecified) | 1.1
O=C(NCc1ccc2[nH]c3c(c2c1)CCCC3)c1ccc(S(=O)(=O)N2CCCC2)cc1 | -1.3
COc1ccc(S(=O)(=O)c2ccc(OC)cc2)cc1 | -0.37
O=C(Nc1c(C(=O)Nc2ccccc2)cnn1-c1ccccc1)c1ccco1 | 0.21
O=C(Nc1cc(C(F)(F)F)ccc1N1CCOCC1)c1ccc(Br)o1 | 0.5
COc1cccc(C2OC(=O)c3ccccc3N2C(C)=O)c1OC(C)=O (stereo unspecified) | 0.34
O=C(O)CCc1ccc(-c2ccccc2)n1CC(=O)O | 0.62
CCO[C@@H]1OC(C(=O)Nc2ccccc2)=C[C@H](c2csc3ccccc23)[C@H]1CCCO | -1.4
CCCCNc1cc(C)oc(=O)c1C(C)=O | -0.0017
Cc1ccc(C(=O)Nc2ccc3c(c2)OCCO3)o1 | 0.76
Cc1ccc(S(=O)(=O)N(C)CC(=O)Nc2cccc(C)n2)cc1 | 0.81
CCSC1=N/C(=C\c2ccc(C(=O)O)cc2)C(=O)S1 | -0.19
OC(CN1C2=NCCN2c2ccccc21)c1ccc2c(c1)OCO2 (stereo unspecified) | 0.87
CC(C)(C)[C@@H]1C=C(C(=O)NC2CC2)O[C@H](OCc2ccc(CO)cc2)C1 | 0.71
Nc1cc(N)nc(SCCOc2ccccc2F)n1 | 0.0045
CC(/C=N/NC(=O)c1ccncc1)=C\c1ccccc1 | 0.034
CCc1nnc(N/N=C/c2ccccc2Cl)n1N | -0.027
O=C1NC(Cc2c[nH]c3ccccc23)C(=O)N1CCOc1ccccc1 (stereo unspecified) | -2.1

Some of the compounds tested (hit frequency here may not be typical).
